Compound activity (PubChem)
TRPC4 PAM: allosteric potentiators of mouse TRPC4 channel | HEK293 TRPC4beta/mu-opioid, DAMGO EC20, Fluo-4 Ca2+ flux; active compounds read high | B-score at 10 µM | 0.42% of 310,000 active;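 active = B-score of calcium response area above 5 SD of library B-scores, with initial fluorescence ratio within 5 SD of library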;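 note: B-score of integrated fluorescence ratio over time as area under calcium response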
hERG protect: hERG (human) protection from proarrhythmic block; Q12809; CHO-hERG, FluxOR thallium flux, dofetilide IC70 present; activation (rescue from dofetilide block), less the hit threshold, % at 10 µM; 0.51% of 310,000 active; AID 1511;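 active = activation above the mean of controls blocked by dofetilide plus 5 SD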;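 note: thallium influx through hERG after potassium depolarization seen as dye fluorescence rise; in these data hits start at about 4.7%; inactives centre near -7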
Dyrk1A ADPGlo: blocks rat Dyrk1A kinase activity | Q63470 | ADP-Glo luminescence, NFATc1 peptide | inhibition, % at 12.5 µM | 0.43% of 310,000 active; in the data active = inhibition above about 50%;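 note: plate controls were vehicle with enzyme for no effect and no enzyme for full effect; many of its hits are not listed in these tables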
HDAC3 inh: blocks human histone deacetylase 3 | O15379 | recombinant HDAC3, fluorogenic peptide/trypsin coupled, fluorescence | inhibition, % at 8.3 µM | 0.15% of 320,000 active; in the data active = inhibition above about 26%, passing the limit was not always enough
TMEM16A inh: mouse TMEM16A channel inhibition, primary screen; normalized B-score (activity score, 25-100; higher = stronger inhibition) at 10 µM; 1.2% of 310,000 active; Q8BHY3; HEK293 TMEM16A/YFP iodide influx fluorescence, ionomycin;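 active = ratio plate-corrected score three or more library SD toward inhibition, starting fluorescence score within five deviations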;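 note: score derived from kinetic fluorescence span divided by baseline fluorescence per well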
KCNQ1 inh: inhibitors of human KCNQ1 potassium channel; 1.3% of 310,000 active; B-score at 10 µM; AID 2642; P51787; CHO-K1 KCNQ1, FluxOR thallium flux fluorescence; active compounds read high;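 active = compounds whose thallium flux B-score, printed positive for inhibition, exceeds three library SD while starting fluorescence stays within three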;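 note: channel opened by potassium depolarization with thallium stimulus after 20 min compound exposure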
Target sequence (P51787 whole entry, looked up): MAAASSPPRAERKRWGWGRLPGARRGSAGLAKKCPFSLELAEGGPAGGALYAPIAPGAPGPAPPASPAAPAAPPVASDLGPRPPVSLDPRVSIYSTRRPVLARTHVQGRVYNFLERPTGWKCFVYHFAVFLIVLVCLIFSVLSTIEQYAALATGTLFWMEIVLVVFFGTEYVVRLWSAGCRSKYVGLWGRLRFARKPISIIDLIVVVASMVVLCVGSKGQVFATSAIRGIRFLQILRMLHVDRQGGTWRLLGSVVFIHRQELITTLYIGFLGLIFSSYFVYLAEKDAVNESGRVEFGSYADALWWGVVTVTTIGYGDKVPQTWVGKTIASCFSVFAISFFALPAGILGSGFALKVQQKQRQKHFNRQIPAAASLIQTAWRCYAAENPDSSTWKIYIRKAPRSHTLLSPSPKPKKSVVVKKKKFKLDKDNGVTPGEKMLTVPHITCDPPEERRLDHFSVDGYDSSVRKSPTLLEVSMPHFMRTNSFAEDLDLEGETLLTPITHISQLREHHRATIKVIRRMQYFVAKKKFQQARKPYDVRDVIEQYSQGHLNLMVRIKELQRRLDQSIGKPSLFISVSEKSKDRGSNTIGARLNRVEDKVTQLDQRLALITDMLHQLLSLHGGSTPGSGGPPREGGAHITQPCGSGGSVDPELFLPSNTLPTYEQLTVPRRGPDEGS
KCNK9 inh: inhibitors of human KCNK9 two-pore domain potassium channel | Q9NPC2 | HEK293 KCNK9, FluxOR thallium flux fluorescence; active compounds read low | B-score at 10 µM | 1.2% of 310,000 active | AID 488922;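 active = ratio B-score over 3 SD below the library mean, with starting fluorescence within 5 SD of its mean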;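 note: negative B-score means less thallium flux so channel inhibition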
TRPC4 agonist: activators of mouse TRPC4 channel. HEK293 TRPC4beta/mu-opioid, Fluo4 calcium fluorescence; active compounds read high. 0.49% of 310,000 active. Q9QUQ5. B-score at 10 µM. AID 2237;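 active = B-score above 5 SD of library B-scores, and initial fluorescence ratio not above library mean plus 5 SD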;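 note: positive B-score marks a calcium rise read as TRPC4 activation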
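Technique: kinetic Fluo4 calcium fluorescence; Test system: TRPC4beta and mu-opioid receptor HEK293 stable cells; Measure: B-scored integrated calcium fluorescence ratio; Benchmarks: low control buffer alone, high control maximal DAMGO; Schedule: 45 min room-temperature Fluo4 loading, 110 s read.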
TMEM16A act: mouse TMEM16A channel activation, primary screen; Q8BHY3; HEK293 TMEM16A/YFP-H148Q/I152L, iodide quench fluorescence; active compounds read low; B-score at 10 µM; 0.3% of 340,000 active;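 active = fluorescence-ratio B-score plate-corrected deviation score at least 3 library SD below zero, with starting fluorescence score within 5 deviations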;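 note: channel opened by trigger with iodide after compound preincubation; score built on the fluorescence ratio of max minus min over baseline; more negative score means more quench and so TMEM16A activation or potentiation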
KCNK3 inh: human KCNK3 channel inhibition, primary screen; CHO-KCNK3 thallium flux, FluxOR fluorescence; active compounds read low; B-score at 10 µM; 0.84% of 340,000 active; AID 602410;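 active = B-score under library mean minus 4 SD, starting fluorescence ratio at most library mean plus 5 SD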;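 note: more negative B-score means stronger inhibition of thallium flux through KCNK3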
Target sequence (O14649 whole entry, looked up): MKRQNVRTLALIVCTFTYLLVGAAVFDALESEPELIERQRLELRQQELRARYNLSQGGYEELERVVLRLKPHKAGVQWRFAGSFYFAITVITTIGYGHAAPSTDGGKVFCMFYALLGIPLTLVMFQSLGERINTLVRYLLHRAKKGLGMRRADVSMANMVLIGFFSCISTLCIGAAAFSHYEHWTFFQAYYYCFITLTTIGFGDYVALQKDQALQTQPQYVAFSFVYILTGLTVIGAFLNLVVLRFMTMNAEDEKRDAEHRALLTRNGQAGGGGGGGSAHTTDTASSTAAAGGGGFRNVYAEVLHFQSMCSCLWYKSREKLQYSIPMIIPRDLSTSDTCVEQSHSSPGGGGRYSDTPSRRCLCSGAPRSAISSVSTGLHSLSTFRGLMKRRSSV
KCNQ1 act: potentiators or activators of human KCNQ1 potassium channel; CHO-K1 KCNQ1, thallium flux FluxOR fluorescence; active compounds read high; B-score at 10 µM; 0.35% of 310,000 active;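 active = fluorescence ratio B-score, a plate-corrected score, at least three library SD, with initial intensity B-score within 5 SD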
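Test system: CHO-K1 cells stably expressing KCNQ1 / Medium: assay buffer / Also added: depolarizing K+/Tl+ stimulus, K2SO4 and Tl2SO4 each 12.5 mM in 5x stock / Incubation: 90 min dye loading and 20 min compound exposure, both at room temperature / Signal: thallium influx via FluxOR fluorescence, kinetic imaging / Evaluation: B score of baseline-normalized fluorescence ratio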
The depositor's hits bear a star; i = inactive; . = no result given; & = joins results of further samples.

SMILES	TRPC4 PAM	hERG protect	Dyrk1A ADPGlo	HDAC3 inh	TMEM16A inh	KCNQ1 inh	KCNK9 inh	TRPC4 agonist	TMEM16A act	KCNK3 inh	KCNQ1 act
COc1cccc(/C=N/N2CCN(C3c4ccccc4-c4ccccc43)CC2)c1O	i	-13	1	-6	i	i	i	i	i	i	i
O=C(NCCc1ccccc1)c1ccc(Cl)c([N+](=O)[O-])c1	i	-17	-1	4	i	i	i	i	i	i	i
COc1ccc(-c2ccc3nnc(SCC(N)=O)n3n2)cc1	i	-9	7	-7	i	i	i	i	i	i	i
Cc1ccc(-c2n[nH]c(=S)nc2-c2ccc(C)cc2)cc1	i	6.7*	-4	0	i	i	i	i	i	i	i
CC(=O)c1ccc(-n2cc(C#N)c(=O)[nH]c2=O)cc1	i	-4	1	-3	i	i	i	i	i	i	i
O=[N+]([O-])c1cccc(-c2ccc(/C=N/n3c(-c4ccccc4)n[nH]c3=S)o2)c1	i	-6	-1	8	i	i	i	i	i	i	i
CCOC(=O)c1c(-c2ccccc2)csc1NC(=O)/C(C#N)=C/c1ccc(OC)c(OC)c1	i	-2	-4	-1	i	i	i	i	i	i	i
COc1ccc(-c2csc(NC(C)c3nc4cc(C(=O)NCCCO)ccc4n3Cc3ccc(C)cc3)n2)cc1 (configuration not stated)	i	-7	-12	9	i	i	i	i	i	i	i
CC1(C)c2[nH]c3ccccc3c2C[C@@H]2C(=O)N(Cc3ccc(F)cc3)C(=O)N21	i	-19	23	-3	i	i	i	i	i	i	i
CCN(c1cccc(C)c1)S(=O)(=O)c1nnc(NC(=O)c2ccco2)s1	i	-4	-3	7	i	i	i	i	i	i	i
O=C(CNC(=O)c1ccccc1)NCCO	i	-6	1	6	i	i	i	i	i	i	i
O=C(O)c1cc(-c2ccc(Cl)cc2)n[nH]1	i	-2	1	-8	i	i	i	i	i	i	i
CCN(CC)c1ccc(NC(=O)c2cncc(Br)c2)cc1	i	-4	0	-7	i	i	i	i	i	i	i
CCOC(=O)C1=c2s/c(=C\c3cccnc3)c(=O)n2C(N)=C(C(=O)OC)C1c1cccnc1 (configuration not stated)	i	-12	-1	-5	i	i	i	i	i	i	i
Cn1c(=O)c2c(nc(CN3CCCCC3)n2CCc2ccccc2)n(C)c1=O	i	-8	7	0	i	i	i	i	i	i	i
CC(O)[C@H]1CN=C(N)N1CC1CCCCC1 (some centres not stated)	i	-4	1	6	i	i	i	i	i	i	i
Cc1ccc(NC(=S)N(CCN(C)C)C(C)c2cccnc2)c(C)c1 (configuration not stated)	i	1	-2	2	i	i	i	i	i	i	i
Cc1nnc(SCC(=O)NCc2ccccc2)n1-c1ccccc1	i	-9	-9	-4	i	i	i	i	i	i	i
CC(C)C[C@@H](CN=[N+]=[N-])N1CCN(CC(C)C)CCC1=O	i	-9	0	-7	i	i	i	i	i	i	i
CC(=O)c1c(C)[nH]c(C(=O)Nc2ccc(C)c(S(=O)(=O)N(C)C)c2)c1C	i	-6	6	-2	i	i	i	i	i	i	i

A second format for part of the listing above.
structure | TRPC4 PAM | hERG protect | Dyrk1A ADPGlo | HDAC3 inh | TMEM16A inh | KCNQ1 inh | KCNK9 inh | TRPC4 agonist | TMEM16A act | KCNK3 inh | KCNQ1 act
O=C(O)c1cc(-c2ccc(Cl)cc2)n[nH]1 | i | -2 | 1 | -8 | i | i | i | i | i | i | i
CCN(CC)c1ccc(NC(=O)c2cncc(Br)c2)cc1 | i | -4 | 0 | -7 | i | i | i | i | i | i | i

Continuation:
SMILES	TRPC4 PAM	hERG protect	Dyrk1A ADPGlo	HDAC3 inh	TMEM16A inh	KCNQ1 inh	KCNK9 inh	TRPC4 agonist	TMEM16A act	KCNK3 inh	KCNQ1 act
Fc1ccc(C2=Nc3cccc4cccc(c34)N2)cc1	i	-1	2	-2	i	i	i	i	i	i	i
COc1ccc(-n2nnnc2SCC(=O)c2ccc3c(c2)OCCO3)c(OC)c1	i	-7	.	0	i	i	i	i	i	i	i
CC(=O)NC(Cc1ccc(F)cc1)C(=O)NC1CCN(c2nnnn2-c2ccccc2)CC1 (configuration not stated)	i	-7	-10	-7	i	i	i	i	i	i	i
COc1cc(OC)c(C2=NOC(C(=O)N3CCN(C(=O)c4ccco4)CC3)C2)cc1Cl (configuration not stated)	i	-17	-5	4	i	i	i	i	i	i	i
CCOc1ccc(C2C(C(=O)O)c3ccccc3C(=O)N2CCN2CCOCC2)cc1 (configuration not stated)	i	-3	-18	1	i	i	i	i	i	i	i
OCC1(Cc2ccccc2F)CCCN(Cc2c(F)ccc(F)c2F)C1 (configuration not stated)	i	-8	1	0	i	i	i	i	i	i	i
Cc1ccc(N(C(=O)Cc2c[nH]c3ccccc23)C(C(=O)NC2CCCCC2)c2ccco2)cc1 (configuration not stated)	i	-6	-2	14	i	i	i	i	i	i	i
Cc1cccc(N=CC=C2OC(C)(C)C(C)(C)O2)c1	i	-5	.	.	i	i	i	i	i	i	i
COC(=O)c1c(NC(=O)CN2CCN(S(=O)(=O)c3ccccc3[N+](=O)[O-])CC2)sc2c1CCC(C)C2 (configuration not stated)	i	-13	-5	6	i	i	i	i	i	i	i
Cc1ccc(NNC(=O)c2ccno2)cc1Cl	i	-4	-3	2	i	i	i	i	i	i	i
CC(C)CCNC(=O)Cc1ccccc1[N+](=O)[O-]	i	-8	5	-2	i	i	i	i	i	i	i
CCCOC(=O)CSc1nc(N)c(C#N)c(CC)c1C#N	i	0	2	-1	i	i	i	i	i	i	i
COc1ccccc1C(=O)NC(=O)COC(=O)c1ccc(C)o1	i	-9	-6	9	i	i	i	i	i	i	i
COc1ccc(-n2nnnc2-c2cnc3cc4c(cc3c2C)OCO4)cc1	i	-12	-6	0	i	i	i	i	i	i	i
CCOC(=O)C1=C(N)OC2=C(C(=O)CCC2)C1c1cccs1 (configuration not stated)	i	-10	.	5	i	i	i	i	i	i	i
O=C(CSc1nc2ccccc2[nH]1)N/N=C/c1ccco1	i	-2	10	1	i	i	i	i	i	i	i
COC(=O)C1=C(C(=O)OC)C2(OC1c1ccc(Br)cc1)C(=O)c1ccccc1C2=O (configuration not stated)	i	-9	-4	8	i	i	i	i	i	i	i
COc1ccc(OCc2nn3c(-c4ccccn4)nnc3s2)cc1	i	-4	-5	3	i	i	i	i	i	i	i
CCCC(NCC(O)COc1ccc(-c2ccccc2)cc1)c1ccccc1 (configuration not stated)	i	-15	.	14	i	i	i	i	i	i	i
O=C(CN1C(=O)NC2(CCCC2)C1=O)Nc1cc(Cl)ccc1N1CCCCC1	i	-13	-5	-2	i	i	i	i	i	i	i
COc1ccc(Sc2cnn(-c3ccccc3)c(=O)c2Cl)cc1	i	-3	4	-3	i	i	i	i	i	i	i
CCC1(CC)NC(=O)N(CC(=O)OC(C)C(=O)Nc2ccc(NC(C)=O)cc2)C1=O (configuration not stated)	i	-9	-3	1	i	i	i	i	i	i	i
O=C(NCc1ccco1)c1c(F)cccc1Cl	i	-12	-1	-14	i	i	i	i	i	i	i
COc1ccccc1C(=O)NC(=O)COC(=O)/C(=C/c1ccccc1)NC(C)=O	i	-12	3	-5	i	i	i	i	i	i	i
CC1CN(c2ncnc3c2c(-c2ccccc2)cn3-c2ccc(F)cc2)CC(C)O1 (configuration not stated)	i	-27	2	5	i	9*	i	i	i	i	i
O=C(Nc1ccc(F)cc1F)c1ccc(-n2cccn2)c([N+](=O)[O-])c1	i	-7	3	-4	i	i	i	i	i	i	i
Cc1ccc2nc(Nc3nc(-c4ccccc4)cc(=O)[nH]3)nc(C)c2c1	i	-8	-5	-4	i	i	i	i	i	i	i
CN(C)CCNC(=O)C1CC(=O)N(c2ccc(F)c(Cl)c2)C1 (configuration not stated)	i	-9	3	1	i	i	i	i	i	i	i
CC(C)N1CCN(Cc2nc3ccccc3s2)CC1CCO (configuration not stated)	i	-5	5	-3	i	i	i	i	i	i	i
Oc1ccc(/C=N/Nc2cc(N3CCOCC3)nc(N3CCOCC3)n2)cc1O	i	-2	11	10	i	i	i	i	i	i	i
O=C(CSC(=S)N1CCOCC1)Nc1nc(=O)c2ccccc2s1	i	-7	.	-3	i	i	i	i	.	.	i
O=C(OCCCc1ccncc1)c1ccc(S(=O)(=O)N2CCOCC2)cc1	i	-5	.	10	i	i	i	i	i	i	i
CC(C)(C)CC(=O)Nc1nnc(C(F)(F)F)s1	i	-7	5	10	i	i	i	i	i	i	i
COc1cc(C2Nc3ccccc3C(=O)N2NS(C)(=O)=O)ccc1O (configuration not stated)	i	-13	-1	-11	i	i	i	i	i	i	i
O=C(O)CC(NCc1ccco1)C(=O)Nc1cccc(O)c1 (configuration not stated)	i	-11	-7	.	i	i	i	i	i	i	i
O=C(COC(=O)CCc1ccc(S(=O)(=O)N2CCCCC2)cc1)Nc1cccc2ccccc12	i	-7	-3	5	i	i	i	i	i	i	i
COc1ccc(C2(c3ccc(OC)cc3)NC(=O)N(CC(=O)Nc3cc(C)ccc3OC)C2=O)cc1	i	-8	-9	-15	i	i	i	i	i	i	i
COc1ccccc1NC(=O)C(=O)NCc1ccncc1	i	-2	9	1	i	i	i	i	i	i	i
CNCc1ccccc1Sc1cccc2ccccc12	i	-14	12	1	i	i	i	46*	i	i	8*
CCC(C)NC(=O)C(=O)NCc1ccncc1 (configuration not stated)	i	-11	-1	3	i	i	i	i	i	i	i
COc1ccc(C(=O)COC(=O)c2cnc(C)cn2)c(OC)c1	i	-3	6	6	i	i	i	i	i	i	i
Cc1ccc2nc(NC(=O)CN3C(=O)NC4(CCCC4)C3=O)sc2c1	i	-15	0	3	i	i	i	i	i	i	i
Cc1nc(N2CCOCC2)[nH]c(=O)c1C	i	-4	1	-1	i	i	i	i	i	i	i
O=C(N/N=C\c1cccnc1)C1c2ccccc2Oc2ccccc21	i	-9	-4	2	i	i	i	i	i	i	i
CCOC(=O)c1c(C)oc2c1cc(O)c1ccccc12	i	-1	-2	-6	i	i	i	i	i	i	i
CCOc1ccc(/C=C2\SC(=S)N(CCCC(=O)NCCCN3CCOCC3)C2=O)cc1	i	-15	-4	-1	i	i	i	i	i	i	i
O=C(Nc1cc(S(=O)(=O)N2CCCCC2)ccc1O)c1ccccc1NS(=O)(=O)c1ccc(F)cc1	i	-20	-6&-2	-8	100*	i	i	i	i	i	i
COc1ccc(Cc2n[nH]c(=O)c3ccccc23)cc1OC	i	-2	-1	3	i	i	i	i	i	i	i
Cc1ccc(CN2CCN(Cc3cccc(C)n3)CC2CCO)cc1 (configuration not stated)	i	-9	7	-4	i	i	i	i	i	i	i

A portion of the library. The share of hits here may be higher or lower than overall.
